Source: PubChem (several laboratories)
West Nile antiviral = West Nile virus antiviral activity, cell-based, CPE readout (AID 1621); West Nile virus-infected cells, CPE inhibition; higher % means a stronger effect; 0.02% of 290,000 active; CPE inhibition, % at 10 µM, or IC50 in µM where a hit was titrated; in the data active means a potency from the dose series; further: strong numbers were not always called active
SV40 large T antigen = SV40 large T antigen inhibitors, biochemical (AID 1903) | SV40 large T antigen ATPase/helicase inhibition assay; higher % means a stronger effect | one-dose inhibition, % at 20 µM; IC50 in µM for titrated hits | 0.39% of 310,000 active; in the data active means a potency from the dose series; further: strong numbers were not always called active
T cell modulator = T cell immune modulation candidate; 2C CD8+ T cell-vesicle binding, flow cytometry; hits give low values; calls only at 7 µM; 0.068% of 330,000 active;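 active means response, share of CD8 T cells binding vesicles, and their 90th percentile fluorescence all below set limits, cut at about 80% in these data, passing the limit was not always enough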
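Assay system: 2C TCR transgenic mouse naive CD8+ T cells, MACS-purified | Read-out: CD8+ gate FL2 mean fluorescence as % of same-row positive control | Signal: High-throughput flow cytometry with anti-B7-1 and anti-CD8 staining | Timing: Binding step 1.5 h, 37 °C, antibody labelling 20 min, ice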
Myeloid diff 2 = promotes myeloid progenitor differentiation. ER-HoxA9 myeloid progenitors, lysozyme-GFP differentiation, flow cytometry. calls only at 10 µM. 1% of 360,000 active;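 active means normalized GFP-positive differentiation at or above the plate's own cutoff, the solvent-only control mean plus 3 SD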;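 further: cells exposed to compound for four days before flow analysis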
Rac1 GTP hydrolysis = MgcRacGAP GTPase-activating activity inhibitors, confirmation, biochemical, ADP Hunter fluorescence; MgcRacGAP-stimulated Rac1 GTP hydrolysis, ADP Hunter fluorescence; higher % means a stronger effect; GST-tagged Rac1 F28L mutant substrate; one-dose inhibition, % at 30 µM; IC50 in µM for titrated hits; 0.6% of 340,000 active; AID 624330;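 active means first-screen hits whose inhibition reached a set limit at any dose in the follow-up dose series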;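 further: fluorescence reports GDP produced by GAP-driven GTP hydrolysis; strong numbers were not always called active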
RSV antiviral HEp-2 = inhibition of RSV-induced cytopathic effect – HEp-2 cells, primary 10 µM value included (AID 2391) | HEp-2 cells, RSV-induced CPE inhibition; higher % means a stronger effect | CPE inhibition, % at 10 µM; hits with a dose series show IC50 in µM | 0.13% of 310,000 active; in the data active means a potency from the dose series; further: strong numbers were not always called active
WT yeast gro inh = growth inhibition of WT yeast, mitochondrial fusion screen | mitochondrial fusion phenotypic screen, WT strain | inhibition, % at 10 µM | 2.1% of 190,000 active | AID 1362; in the data active means inhibition above about 58%; tested in S. cerevisiae
b-catenin transl = alters nuclear translocation of beta-catenin in HeLa cells; immunofluorescence imaging; 0.3% of 190,000 active; nuclear translocation activity, % at 5 µM; AID 1665;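 active means nuclear translocation activity above 50% at 5 µM, with a well cell count of 50 or more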;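 further: per-cell ratio of nuclear to cytoplasmic median beta-catenin stain intensity; plate controls were DMSO negative control for no effect and GSK-3 inhibitor IX positive control for full effect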
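Assay system: human HeLa cells, native beta-catenin; doses: 5 µM primary, 0.02–20 µM confirmation; incubation: compound treatment 24 h, 37°C, 5% CO2; technique: fluorescence imaging of beta-catenin antibody stain plus DAPI; measure: % activation, nuclear-to-cytoplasmic median beta-catenin signal ratio per cell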
Salmonella PhoP GFP = inhibitors of PhoP regulon expression, primary screen, Salmonella Typhimurium, GFP reporter (AID 1863) | inhibition, % at 50 µM; hits with a dose series show IC50 in µM | S. Typhimurium PhoP-regulated promoter GFP reporter, 4 h; higher % means a stronger effect | 0.16% of 300,000 active;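 active means inhibition over 29.93%, a cutoff 3 SD above the screen mean, later confirmed by dose response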;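 further: 0% = low Mg2+ inducing control and 100% = high Mg2+ repressing control; strong numbers were not always called active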
WT yeast gro inh mutant strain = second read-out of WT yeast gro inh, no call of its own (marks repeat the call); inhibition, %; mitochondrial fusion phenotypic screen, mutant strain inhibition
b-catenin transl cell count 5 µM = second read-out of b-catenin transl, no call of its own (marks repeat the call); cell count; measured here: cell count, cytotoxicity flag
T cell modulator vesicle-bound % = also measured in T cell modulator; calls as there; double positive events, %; measured here: CD8+ vesicle-bound cell fraction;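 binding gate set so that unloaded-vesicle control wells show 10% double positive cells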
Myeloid diff 2 GFP+ MAC1+ % = second read-out of Myeloid diff 2, no call of its own (marks repeat the call); GFP+ MAC1+ double positive, %; measured here: differentiation confirmed by MAC1 staining
Numbers without * were called inactive. Rows are unselected (roughly 3.6% active in at least one column).

What do the screens show for `COc1ccc(C(CNC(=O)c2oc3ccc(Br)cc3c2C)N2CCCCC2)cc1` (stereo unspecified)?
West Nile antiviral: -1.6%; SV40 large T antigen: 28.6%; T cell modulator: inactive; Myeloid diff 2: inactive; Rac1 GTP hydrolysis: 6.1%; RSV antiviral HEp-2: 17.9%; WT yeast gro inh: 41.0; b-catenin transl: 0.8; Salmonella PhoP GFP: 0.1%; WT yeast gro inh mutant strain: 23.3; b-catenin transl cell count 5 µM: 1058; T cell modulator vesicle-bound %: 34.7; Myeloid diff 2 GFP+ MAC1+ %: 0.9

Results for O=C(Nc1ccc(-c2cnco2)cc1)c1ccccc1 ?
West Nile antiviral: 0.3%; SV40 large T antigen: 4.7%; T cell modulator: inactive; Myeloid diff 2: inactive; Rac1 GTP hydrolysis: 14.7%; RSV antiviral HEp-2: 0.9%; b-catenin transl: -1.6; Salmonella PhoP GFP: -12.5%; b-catenin transl cell count 5 µM: 1002; T cell modulator vesicle-bound %: 31.4; Myeloid diff 2 GFP+ MAC1+ %: 0.5

What do the screens show for `O=C(NC(=S)Nc1ccc(Cl)c(C(=O)O)c1)c1cncc(Br)c1`?
West Nile antiviral: 0.3%; SV40 large T antigen: 6.0%; T cell modulator: inactive; Myeloid diff 2: inactive; Rac1 GTP hydrolysis: 3.5%; RSV antiviral HEp-2: 0.9%; Salmonella PhoP GFP: -3.1%; T cell modulator vesicle-bound %: 30.4; Myeloid diff 2 GFP+ MAC1+ %: 0.4

Results for Cc1nn(C)cc1/C=N/O ?
West Nile antiviral: 0.3%; SV40 large T antigen: 3.7%; T cell modulator: inactive; Myeloid diff 2: inactive; Rac1 GTP hydrolysis: 8.5%; RSV antiviral HEp-2: 3.0%; WT yeast gro inh: 14.5; b-catenin transl: -1.0; Salmonella PhoP GFP: 1.7%; WT yeast gro inh mutant strain: -2.7; b-catenin transl cell count 5 µM: 1114; T cell modulator vesicle-bound %: 23.0; Myeloid diff 2 GFP+ MAC1+ %: 1.1

Results for O=C(Nc1ccc(Cc2ccncc2)cc1)C1CCC(N2C(=O)C3C4C=CC(C4)C3C2=O)CC1 (stereo unspecified) ?
West Nile antiviral: -0.7%; SV40 large T antigen: 2.0%; T cell modulator: inactive; Myeloid diff 2: inactive; Rac1 GTP hydrolysis: 1.7%; RSV antiviral HEp-2: 4.0%; WT yeast gro inh: -22.9; Salmonella PhoP GFP: -6.5%; WT yeast gro inh mutant strain: -16.9; T cell modulator vesicle-bound %: 19.7; Myeloid diff 2 GFP+ MAC1+ %: 0.9

How did Cc1c(Cc2ccc3c(c2)OCO3)sc(NC(=O)c2ccccc2)c1C(N)=O do in these assays?
West Nile antiviral: -0.4%; SV40 large T antigen: 5.7%; T cell modulator: inactive; Myeloid diff 2: inactive; Rac1 GTP hydrolysis: 1.0%; RSV antiviral HEp-2: 2.2%; WT yeast gro inh: 12.2; b-catenin transl: -0.4; Salmonella PhoP GFP: 0.9%; WT yeast gro inh mutant strain: -2.3; b-catenin transl cell count 5 µM: 579; T cell modulator vesicle-bound %: 9.6; Myeloid diff 2 GFP+ MAC1+ %: 2.1

Results for O=C(c1cccc(S(=O)(=O)N2CCN(c3ccc(F)cc3)CC2)c1)N1CCCC(C(F)(F)F)C1 (stereo unspecified) ?
SV40 large T antigen: 9.4%; T cell modulator: inactive; Myeloid diff 2: inactive; Rac1 GTP hydrolysis: -0.6%; RSV antiviral HEp-2: 13.4%; Salmonella PhoP GFP: 16.0%; T cell modulator vesicle-bound %: 39.3; Myeloid diff 2 GFP+ MAC1+ %: 1.6

How did Fc1ccc(/C=N/N2CCOCC2)c(F)c1 do in these assays?
West Nile antiviral: 0.1%; SV40 large T antigen: 3.7%; T cell modulator: inactive; Myeloid diff 2: inactive; Rac1 GTP hydrolysis: 3.5%; RSV antiviral HEp-2: -0.8%; WT yeast gro inh: 7.5; b-catenin transl: 2.8; Salmonella PhoP GFP: -0.5%; WT yeast gro inh mutant strain: 6.3; b-catenin transl cell count 5 µM: 1112; T cell modulator vesicle-bound %: 53.2; Myeloid diff 2 GFP+ MAC1+ %: 0.1

Results for CC(Sc1ncc(C(F)(F)F)cc1Cl)C(=O)NCC1CCCO1 (stereo unspecified) ?
West Nile antiviral: -1.3%; SV40 large T antigen: 5.6%; T cell modulator: inactive; Myeloid diff 2: inactive; Rac1 GTP hydrolysis: 4.1%; RSV antiviral HEp-2: 0.8%; WT yeast gro inh: 14.9; b-catenin transl: -1.7; Salmonella PhoP GFP: -7.0%; WT yeast gro inh mutant strain: 18.3; b-catenin transl cell count 5 µM: 1132; T cell modulator vesicle-bound %: 50.0; Myeloid diff 2 GFP+ MAC1+ %: 0.1

What do the screens show for `CC(C)C(C(=O)OCC(=O)c1cccc([N+](=O)[O-])c1)N1C(=O)[C@@H]2[C@H]3CC[C@H](C3)[C@@H]2C1=O` (stereo partly specified)?
West Nile antiviral: -0.1%; SV40 large T antigen: 4.8%; T cell modulator: inactive; Myeloid diff 2: inactive; Rac1 GTP hydrolysis: 7.3%; RSV antiviral HEp-2: -0.4%; WT yeast gro inh: 3.9; b-catenin transl: 0.1; Salmonella PhoP GFP: -8.4%; WT yeast gro inh mutant strain: -22.4; b-catenin transl cell count 5 µM: 1044; T cell modulator vesicle-bound %: 3.7; Myeloid diff 2 GFP+ MAC1+ %: 1.0

How did CCOC(=O)c1cccc(NC(=O)CN2C(=O)C3CC=CCC3C2=O)c1 (stereo unspecified) do in these assays?
West Nile antiviral: -0.4%; SV40 large T antigen: 1.3%; T cell modulator: inactive; Myeloid diff 2: inactive; Rac1 GTP hydrolysis: 7.5%; RSV antiviral HEp-2: 1.7%; Salmonella PhoP GFP: -3.7%; T cell modulator vesicle-bound %: 62.6; Myeloid diff 2 GFP+ MAC1+ %: 1.4

What do the screens show for `CC1(C)CC(=O)C2=C(C1)OC(N)=C(C#N)C2c1ccccc1[N+](=O)[O-]` (stereo unspecified)?
West Nile antiviral: -0.5%; T cell modulator: inactive; Myeloid diff 2: inactive; Rac1 GTP hydrolysis: 9.3%; RSV antiviral HEp-2: -0.9%; WT yeast gro inh: -2.5; b-catenin transl: 1.4; WT yeast gro inh mutant strain: 1.8; b-catenin transl cell count 5 µM: 818; T cell modulator vesicle-bound %: 55.7; Myeloid diff 2 GFP+ MAC1+ %: 0.5

What do the screens show for `O=C(c1coc2ccccc2c1=O)N1CCN(c2cccc(C(F)(F)F)c2)CC1`?
SV40 large T antigen: 8.9%; T cell modulator: inactive; Myeloid diff 2: inactive; Rac1 GTP hydrolysis: 7.5%; RSV antiviral HEp-2: -0.2%; WT yeast gro inh: 11.7; b-catenin transl: -0.5; Salmonella PhoP GFP: -13.6%; WT yeast gro inh mutant strain: -10.6; b-catenin transl cell count 5 µM: 1402; T cell modulator vesicle-bound %: 12.6; Myeloid diff 2 GFP+ MAC1+ %: 4.9

Results for CC(=O)OC1(C(F)(F)F)Oc2ccccc2NC1=O (stereo unspecified) ?
West Nile antiviral: 0.6%; SV40 large T antigen: 16.6%; T cell modulator: inactive; Myeloid diff 2: inactive; Rac1 GTP hydrolysis: 1.8%; RSV antiviral HEp-2: 0.9%; WT yeast gro inh: 9.9; b-catenin transl: -1.0; Salmonella PhoP GFP: -2.5%; WT yeast gro inh mutant strain: 6.5; b-catenin transl cell count 5 µM: 1097; T cell modulator vesicle-bound %: 36.7; Myeloid diff 2 GFP+ MAC1+ %: 0.8

What do the screens show for `Cc1ccc(-c2nc(C#N)c(NCC3CCCO3)o2)cc1` (stereo unspecified)?
West Nile antiviral: -1.1%; SV40 large T antigen: 7.3%; T cell modulator: inactive; Myeloid diff 2: inactive; Rac1 GTP hydrolysis: 9.1%; RSV antiviral HEp-2: 7.6%; WT yeast gro inh: -8.5; b-catenin transl: -0.1; Salmonella PhoP GFP: -9.2%; WT yeast gro inh mutant strain: -18.4; b-catenin transl cell count 5 µM: 1561; T cell modulator vesicle-bound %: 14.7; Myeloid diff 2 GFP+ MAC1+ %: 0.8

What do the screens show for `CCN(CC(=O)Nc1c(F)cccc1F)C(=O)C1CCN(S(=O)(=O)c2ccc(C)cc2C)CC1`?
SV40 large T antigen: 15.0%; T cell modulator: inactive; Myeloid diff 2: inactive; Rac1 GTP hydrolysis: 6.4%; RSV antiviral HEp-2: -0.7%; Salmonella PhoP GFP: -1.2%; T cell modulator vesicle-bound %: 37.6; Myeloid diff 2 GFP+ MAC1+ %: 0.5

How did CC(NCc1nc2ccccc2n1C)C12CC3CC(CC(C3)C1)C2 (stereo unspecified) do in these assays?
West Nile antiviral: -2.4%; SV40 large T antigen: 16.9%; T cell modulator: inactive; Myeloid diff 2: inactive; Rac1 GTP hydrolysis: 9.8%; RSV antiviral HEp-2: -0.1%; WT yeast gro inh: 30.5; b-catenin transl: -2.0; Salmonella PhoP GFP: -4.5%; WT yeast gro inh mutant strain: 16.6; b-catenin transl cell count 5 µM: 1031; T cell modulator vesicle-bound %: 48.7; Myeloid diff 2 GFP+ MAC1+ %: 0.1

How did CN(CCc1ccccn1)C(=O)CCC1CCCN(C(=O)c2n[nH]c3c2CCCC3)C1 (stereo unspecified) do in these assays?
West Nile antiviral: -0.3%; SV40 large T antigen: 6.6%; T cell modulator: inactive; Myeloid diff 2: inactive; Rac1 GTP hydrolysis: -3.2%; RSV antiviral HEp-2: 4.3%; WT yeast gro inh: -18.5; b-catenin transl: -1.4; Salmonella PhoP GFP: -6.1%; WT yeast gro inh mutant strain: -5.6; b-catenin transl cell count 5 µM: 1008; T cell modulator vesicle-bound %: 28.8; Myeloid diff 2 GFP+ MAC1+ %: 1.0

Retrieved by structure from the list above, 2 records:
What do the screens show for `O=C(NC(=S)Nc1ccc(Cl)c(C(=O)O)c1)c1cncc(Br)c1`?
West Nile antiviral: 0.3%; SV40 large T antigen: 6.0%; T cell modulator: inactive; Myeloid diff 2: inactive; Rac1 GTP hydrolysis: 3.5%; RSV antiviral HEp-2: 0.9%; Salmonella PhoP GFP: -3.1%; T cell modulator vesicle-bound %: 30.4; Myeloid diff 2 GFP+ MAC1+ %: 0.4

What do the screens show for `COc1ccc(C(CNC(=O)c2oc3ccc(Br)cc3c2C)N2CCCCC2)cc1` (stereo unspecified)?
West Nile antiviral: -1.6%; SV40 large T antigen: 28.6%; T cell modulator: inactive; Myeloid diff 2: inactive; Rac1 GTP hydrolysis: 6.1%; RSV antiviral HEp-2: 17.9%; WT yeast gro inh: 41.0; b-catenin transl: 0.8; Salmonella PhoP GFP: 0.1%; WT yeast gro inh mutant strain: 23.3; b-catenin transl cell count 5 µM: 1058; T cell modulator vesicle-bound %: 34.7; Myeloid diff 2 GFP+ MAC1+ %: 0.9
